Bioassay records from PubChem.
Wee1 stabilizer – blocks degradation of human Wee1 kinase; HeLa Luc-Wee1K328M stability, luciferase luminescence; 100% = proteasome inhibitor MG132 effect; reporter increase, % at 5 µM; 220,000 tested, 1.2% active; AID 1321;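 active means activation above the mean of all tested compounds plus 3 SD, set per screening run, cut at about 8.8% in these data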;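 further: cells exposed to compound for 20 h before luminescence read; 0% = DMSO alone and 100% = MG132 at 30 µM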
PERK inh – human PERK inhibition, primary cell-based screen | CHO PERK-DD fusion, SEAP luminescence translation reporter | inhibition, % at 5.6 µM | 220,000 tested, 0.17% active;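 active means inhibition above the mean inhibition of all tested compounds plus 3 SD, set separately per screening campaign, cut at about 2.9% in these data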;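 further: PERK kinase domain activated by AP20187 dimerizer at 100 nM; 0% = DMSO with dimerizer and 100% = rapamycin at 8.4 µM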
Furin inhibitor – human furin inhibition; purified furin, fluorogenic substrate cleavage; 220,000 tested, 0.061% active; inhibition, % at 30 µM; AID 463115; P09958; in the data active means inhibition above about 25%; further: inactives centre near -15
FXIa inh – blocks human coagulation factor XIa protease activity; AID 798; inhibition, % at 5 µM; 220,000 tested, 0.14% active; purified FXIa, Boc-Glu-Ala-Arg-AMC fluorogenic substrate; P03951;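 active means inhibition of at least 40%; inactive means inhibition below 40%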;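 further: fluorescence of freed AMC excited at 355 nm; 0% = enzyme without compound and 100% = no enzyme blank; many of its hits are not listed in these tables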
Thrombin inh – inhibitors of human thrombin. P00734. alpha-thrombin, Boc-VPR-AMC fluorogenic substrate cleavage. inhibition, % at 5 µM. 220,000 tested, 0.26% active;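 active means inhibition at or above 40%; inactive means inhibition below 40%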;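 further: 0% = enzyme with no compound and 100% = wells without enzyme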
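System – human alpha-thrombin protein · Reagent – Boc-VPR-AMC substrate, 15 µM final · Compound – 5 µM single dose in 0.2% DMSO · Schedule – reaction at room temperature · Technique – AMC fluorescence at 355 nm excitation and 460 nm emission · Read-out basis – % inhibition relative to enzyme controls and enzyme-free blanks · Control set – no-compound enzyme wells and no-enzyme blanks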
p97 inhibitor – inhibitors of human p97 ATPase. P55072. recombinant p97 ATPase, Kinase-Glo ATP luminescence, 3 h. inhibition, % at 8 µM. 220,000 tested, 0.42% active. AID 1481; in the data active means inhibition above about 15%;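 further: 0% = DMSO vehicle and 100% = wells lacking enzyme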
Target sequence (P55072 whole entry, looked up): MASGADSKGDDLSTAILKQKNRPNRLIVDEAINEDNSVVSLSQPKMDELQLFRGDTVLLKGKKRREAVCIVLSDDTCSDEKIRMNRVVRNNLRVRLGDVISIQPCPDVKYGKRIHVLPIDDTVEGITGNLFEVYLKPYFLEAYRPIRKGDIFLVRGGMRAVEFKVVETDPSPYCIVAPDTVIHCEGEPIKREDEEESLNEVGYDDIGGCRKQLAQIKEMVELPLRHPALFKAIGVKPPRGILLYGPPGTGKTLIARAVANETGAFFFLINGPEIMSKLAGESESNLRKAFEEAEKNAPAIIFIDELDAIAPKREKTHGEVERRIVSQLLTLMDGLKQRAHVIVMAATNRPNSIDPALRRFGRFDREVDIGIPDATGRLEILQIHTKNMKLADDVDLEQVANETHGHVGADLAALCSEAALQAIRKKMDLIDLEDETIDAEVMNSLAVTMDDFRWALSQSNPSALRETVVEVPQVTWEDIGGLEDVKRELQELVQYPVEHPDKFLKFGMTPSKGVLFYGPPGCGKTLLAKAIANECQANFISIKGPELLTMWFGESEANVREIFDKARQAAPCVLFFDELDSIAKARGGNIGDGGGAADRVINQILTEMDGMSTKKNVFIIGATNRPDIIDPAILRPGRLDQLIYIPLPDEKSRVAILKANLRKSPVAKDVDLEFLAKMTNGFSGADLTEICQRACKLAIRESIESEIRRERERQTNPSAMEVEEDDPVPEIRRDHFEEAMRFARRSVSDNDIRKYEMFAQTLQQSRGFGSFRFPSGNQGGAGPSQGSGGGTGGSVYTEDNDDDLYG
KLK5 inh – kallikrein 5 (human) inhibition. Q9Y337. recombinant hK5, fluorogenic AMC substrate cleavage. inhibition, % at 5 µM. 210,000 tested, 0.59% active;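 active means inhibition of 40% or more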;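 further: 0% = enzyme controls without compound and 100% = no-enzyme blanks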
Target sequence (Q9Y337 67-293 limits assumed): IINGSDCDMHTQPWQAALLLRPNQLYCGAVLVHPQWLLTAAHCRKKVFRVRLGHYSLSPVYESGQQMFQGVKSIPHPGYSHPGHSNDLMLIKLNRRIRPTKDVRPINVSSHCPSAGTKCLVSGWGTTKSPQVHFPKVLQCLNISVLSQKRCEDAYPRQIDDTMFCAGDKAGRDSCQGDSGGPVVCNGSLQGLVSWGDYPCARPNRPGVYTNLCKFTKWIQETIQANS
KCC2 mod – modulators of human KCC2 chloride dependent transport; KCC2 cells, thallium flux FluoZin-2 fluorescence; B-score of Tl+ flux slope (higher = more flux/activation; lower = inhibition) at 10 µM; 190,000 tested, 2.2% active;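 active means thallium flux slope and its plate-corrected score both differing from the plate sample mean at a set confidence after two filtering rounds, in either direction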;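 further: slope of fluorescence scaled to starting intensity during 10 to 20 s after thallium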
FXIIa inh – inhibitors of human coagulation factor XIIa | purified FXIIa, Boc-QGR-AMC fluorogenic substrate, 2 h | inhibition, % at 5 µM | AID 800 | 220,000 tested, 0.3% active; in the data active means inhibition above about 40%;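 further: 0% = enzyme with no compound and 100% = blank without enzyme; many of its hits are not listed in these tables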
Starred values were filed as active, the others as inactive; / = not tested or not shown; [ ] = remark or other dose.

Molecule | Wee1 stabilizer | PERK inh | Furin inhibitor | FXIa inh | Thrombin inh | p97 inhibitor | KLK5 inh | KCC2 mod | FXIIa inh
COc1ccc(CCNC(=O)C(=O)NCc2ccccc2C)cc1OC | 4 | -0.1 | -21 | 7 | -1 | -2 | -20 | 0 | 0
CCCCOc1ccc(C(C)NC(=O)CCS(=O)(=O)Cc2ccccc2Cl)cc1 (centres undefined) | 3 | 0.4 | -20 | 0 | -1 | 3 | -15 | 0.74 | 10
c1ccc2c(c1)CCCC2C1=NCCN1 (centres undefined) | 2 | 0.1 | 4 | -4 | / | 1 | 2 | -0.079 | 4
O=C(c1n[nH]c(=O)c2ccccc12)N1CCN(Cc2ccc3c(c2)OCO3)CC1 | 0 | 0.8 | -17 | 0 | 3 | 3 | 1 | 0.77 | 5
COc1ccc(OCC(=O)NNC(=O)c2cccnc2)cc1 | -2 | 0.7 | -12[20 µM] | 13 | -10 | 4 | -2 | 1.2 | 21
CC(C)N(Cc1ccccc1)C(=S)NCCN1CCOCC1 | 4 | 1.6 | -16 | 1 | -4 | 1 | -6 | 0.58 | 5
Cc1ccc(O)c(C2=Nc3ccccc3N=C(c3cccs3)C2)c1 | -1 | 0.1 | -13 | 3 | -2 | 4 | -7 | 0 | 8
CCOC(=O)Nc1ccc2c(c1)N(C(=O)OC)c1ccccc1CC2 | -2 | -1.1 | -2 | 0 | 2 | -2 | -8 | 2.4 | 11
COC(=O)CSc1cc(C)nc(NC(C)=O)n1 | 2 | 1.1 | -18[20 µM] | -17 | -1 | 2 | -28 | / | 6
CC(=O)c1cnc2c(-c3cccc(Br)c3)cnn2c1C | -2 | 2.5 | -20 | 3 | -3 | 5 | -18 | 0.0046 | 13
O=C(CCS(=O)(=O)c1ccc(Br)s1)N1CCc2ccccc21 | -4 | 0.5 | -17 | 1 | 1 | 1 | 1 | / | 10
Cc1ccc(CNC(=O)CSc2nc3ccccc3c3nc(C)nn23)cc1 | -2 | 0.5 | -17 | 7 | 4 | 5 | -5 | / | 27
COc1cc(NC(=O)c2noc3c2CCC3)c(OC)cc1Cl | -2 | 0.8 | -12 | 17 | 3 | 2 | -25 | 0.16 | 29
CC(C)c1ccccc1NC(=O)CNC(C)c1ccc(F)cc1 (centres undefined) | 3 | 1.4 | -15 | -4 | -6 | -1 | 8 | 0.057 | 3
CCN(CC)CCCNC(=O)c1cc(-c2cccc(Cl)c2)on1 | -1 | -0.6 | -24 | 7 | 4 | 1 | 9 | / | 15
COc1cc2c(cc1OC)/C(=C/C#N)NC(C)(C)C2 | 0 | -0.6 | 8 | -3 | 4 | 3 | -8 | 0.67 | 11
Cc1cccc(N2CCN(Cc3nc(-c4ccc(F)cc4F)oc3C)CC2)n1 | -1 | 1.9 | -11 | -1 | -3 | -2 | / | -0.44 | 5
O=C(NCc1cccnc1)NC(C(F)(F)F)C(F)(F)F | 1 | 1.4 | -12 | 1 | -1 | 0 | -26 | / | 5
O=C(Nc1c(Cl)ccc2nsnc12)c1ccco1 | 7 | 0.1 | -25 | -2 | -2 | 4 | -2 | 0.0027 | 7
CCOC(=O)c1[nH]c2cc(OC)c(OC)cc2c1NC(=O)c1nonc1C | -2 | 0.7 | -17 | 0 | -2 | 6 | 25 | / | 11
CCOC(=O)C1=C(C)C(c2ccc(OC)cc2)NC(=S)N1 (centres undefined) | 3 | -0.6 | -8[20 µM] | 8 | 1 | -3 | 5 | -0.08 | 14
COC(=O)C(C(=O)N1CCN(C)CC1)C1CCCCCC1 (centres undefined) | -2 | 0.8 | -30[20 µM] | -1 | -9 | 5 | -8 | 0.061 | -6
Cc1cc(C)cc(N(C(=O)c2ccccn2)C(C(=O)NC2CCCCC2)c2cccs2)c1 (centres undefined) | -1 | -0.7 | -19[20 µM] | -4 | 0 | -5 | -5 | / | -1
CC(C)c1nc(SCC(=O)N2CCOCC2)c2c(=O)n(C)c(=O)n(C)c2n1 | -2 | 0.3 | -13 | 3 | 1 | -1 | -7 | 0.5 | 14
COc1cccc(Cn2c(-c3nonc3N)nc3ccccc32)c1 | 2 | 0.2 | -8[20 µM] | 4 | 4 | 3 | -22 | / | 16
CC(C)(C)CC(=O)O/N=C(\N)c1ccccn1 | 1 | 0.3 | -12 | -3 | -10 | -5 | -3 | 0.46 | 4
N#CCSc1nc2ccccc2c(=O)n1CCC(=O)NCCc1ccccc1 | -2 | 0.9 | -23 | -3 | 4 | 2 | -4 | 1.3 | 14
CCOc1ccccc1N(CC(=O)Nc1ccccc1C(=O)NCc1ccco1)S(C)(=O)=O | -2 | -1.3 | -10[20 µM] | -2 | -19 | -1 | -3 | 0.29 | -12
COc1ccc(C=O)cc1COc1c(F)c(F)cc(F)c1F | -1 | 1.1 | -11[20 µM] | 5 | 4 | -4 | 0 | -0.55 | 12
CCCCCCNc1nc(Cl)nc(NC(C)(C)CO)n1 | 4 | -0.3 | -9 | 28 | 7 | -13 | 23 | 1.5 | 23

2 entries picked at random from those above:
Molecule | Wee1 stabilizer | PERK inh | Furin inhibitor | FXIa inh | Thrombin inh | p97 inhibitor | KLK5 inh | KCC2 mod | FXIIa inh
CCOc1ccccc1N(CC(=O)Nc1ccccc1C(=O)NCc1ccco1)S(C)(=O)=O | -2 | -1.3 | -10[20 µM] | -2 | -19 | -1 | -3 | 0.29 | -12
CCCCCCNc1nc(Cl)nc(NC(C)(C)CO)n1 | 4 | -0.3 | -9 | 28 | 7 | -13 | 23 | 1.5 | 23

Profiles, looked up by structure. Values in the order: Wee1 stabilizer, PERK inh, Furin inhibitor, FXIa inh, Thrombin inh, p97 inhibitor, KLK5 inh, KCC2 mod, FXIIa inh
Profile of COc1cccc(Cn2c(-c3nonc3N)nc3ccccc32)c1 : 2, 0.2, -8[20 µM], 4, 4, 3, -22, /, 16
Profile of CCOC(=O)C1=C(C)C(c2ccc(OC)cc2)NC(=S)N1 (centres undefined) : 3, -0.6, -8[20 µM], 8, 1, -3, 5, -0.08, 14
Profile of CCCCCCNc1nc(Cl)nc(NC(C)(C)CO)n1 : 4, -0.3, -9, 28, 7, -13, 23, 1.5, 23
Profile of N#CCSc1nc2ccccc2c(=O)n1CCC(=O)NCCc1ccccc1 : -2, 0.9, -23, -3, 4, 2, -4, 1.3, 14
Profile of CC(C)c1nc(SCC(=O)N2CCOCC2)c2c(=O)n(C)c(=O)n(C)c2n1 : -2, 0.3, -13, 3, 1, -1, -7, 0.5, 14

Further compounds follow:
Molecule | Wee1 stabilizer | PERK inh | Furin inhibitor | FXIa inh | Thrombin inh | p97 inhibitor | KLK5 inh | KCC2 mod | FXIIa inh
CN1CCN(C(=O)c2ccccc2N(Cc2ccccc2)S(=O)(=O)c2ccccc2)CC1 | 1 | -0.6 | -4[20 µM] | 6 | 0 | -8 | -13 | 0.92 | 12
CCCC(=O)c1ccc(N2CCN(S(=O)(=O)c3ccc(C)cc3)CC2)c(F)c1 | -2 | 0.8 | -10 | 5 | 3 | -6 | -10 | / | 7
COc1ccc(N2CCN(CC(=O)c3c(C)n(C)c4ccc(OC)cc34)CC2)cc1 | -2 | 0.2 | -24 | 1 | 1 | 27* | 0 | 0.39 | 13
COc1ccc(CCNc2oc(Cc3ccccc3)nc2C#N)cc1OC | 3 | -1.3 | -9 | 2 | 3 | -8 | -1 | / | 6
O=C(C/C=N/OCc1ccc(Cl)cc1)c1cnc(-c2ccccc2)s1 | 0 | 0.7 | -21 | -6 | -4 | 0 | -1 | 1 | 1
CCCCc1nc(SCC(=O)Nc2cc(C)on2)n[nH]1 | -4 | 1.3 | -12 | -5 | -2 | 2 | -8 | / | 1
COc1ccc(CC(=O)Nc2ccc(-c3cn4ccc(C)cc4n3)cc2)cc1 | 2 | -2.6 | -8[20 µM] | -13 | -7 | -3 | -8 | -0.48 | -5
CC(=O)/C(=N\Nc1ccc(C)cc1)N1CCOCC1 | 2 | 1.9 | -7 | 2 | -15 | -1 | -15 | 0.17 | 5
CNC(=S)N/N=C/c1ccc(-c2cc([N+](=O)[O-])ccc2Cl)o1 | 0 | 0.7 | -26 | 1 | -2 | 3 | 1 | 0.73 | 9
S=C(Nc1cccc(Cl)c1Cl)Nn1cnnc1 | -3 | 1.1 | -25 | 2 | -11 | 4 | 13 | 0.11 | 9
COc1cc2c(cc1OC)CN(C1CC(=O)N(c3c(C)cccc3C)C1=O)CC2 (centres undefined) | -2 | -0.1 | -15 | 9 | 0 | 3 | -13 | 1.2 | -4
Cc1ccc(-c2cc(C(=O)NCCCn3ccnc3)c3ccccc3n2)s1 | 1 | -1.1 | -59 | 0 | -10 | 2 | -27 | 1.4 | -1
CC1=NN(C(=O)CSCc2ccccc2)C(O)(c2ccccc2)C1 (centres undefined) | 3 | -0.1 | -11 | 4 | 3 | 0 | / | -1.4 | 11
CC(NC(=O)Cn1nc(C(F)(F)F)c2c1CCC2)c1ccccc1 (centres undefined) | 3 | 0.7 | -13[20 µM] | -1 | 1 | -1 | 6 | -0.74 | 9
COc1ccc(Cl)cc1NC(=O)COC(=O)CCCN1C(=O)c2ccccc2C1=O | -3 | -0.5 | -8 | 3 | -4 | -9 | -2 | -1.7 | 7
CCC[N+]1(CC#CC(O)(c2ccccc2)C2CCCCC2)CCCCC1 (centres undefined) | 3 | 1.8 | -12 | 3 | -4 | 2 | 0 | 2 | 8
Cc1ccc(S(=O)(=O)Cc2ccc(C(=O)OCc3ccccc3)cc2)cc1 | 1 | 0.1 | -5[20 µM] | -6 | -8 | -2 | -7 | / | -3
COC(=O)/C(=C/c1ccccc1)NC(=O)c1ccco1 | 5 | 1.0 | -25 | 0 | -2 | 6 | -9 | -0.087 | 7
COc1ccc(CCNC2CC(=O)N(CCc3ccccc3)C2=O)cc1OC (centres undefined) | -1 | -0.4 | -12 | / | / | -5 | / | / | /
O=C(CSc1nnc(-c2ccc(S(=O)(=O)N3CCCC3)cc2)o1)NCC1CCCO1 (centres undefined) | 2 | 0.5 | -23 | -5 | -12 | 6 | -3 | -1.8 | 7
Cc1ccc(CSc2nnc(-c3ccncc3)n2CC2CCCO2)cc1 (centres undefined) | -1 | 0.1 | -4[20 µM] | 9 | 19 | 3 | 81* | 0.1 | 26
CN(C)CCCn1c(-c2ccccc2)nc(=S)c2c1CCCC2 | 0 | -0.1 | -9[20 µM] | 3 | -16 | 1 | 5 | 0.75 | 0
COc1cc(OC)c(C(=O)N2CCCC2)cc1OC | 0 | 1.9 | -18 | 2 | -2 | -1 | / | 1.2 | 9
Cc1ccccc1NC(=O)/C=C1\SC(=O)NC1=O | -1 | 0.3 | -7 | -4 | -13 | 2 | -9 | -0.46 | 5
CC(C)(C)c1ccc(C(=O)NNC(=O)Cc2ccccc2)cc1 | 3 | 0.3 | -1[20 µM] | 8 | -4 | -6 | -15 | 0.021 | 6
CCC(C)(C)NC(=O)CN(Cc1ccc2c(c1)OCO2)C(=O)CCC(=O)Nc1ccccn1 | 1 | -0.2 | -20[20 µM] | 6 | 2 | -3 | -4 | -0.15 | 15
